# Screening data as filed in PubChem BioAssay.
# ATG4B inhibitor: ATG4B (human) cysteine protease inhibition | Q9Y4P1 | ATG4B cleavage of LC3-PLA2, NBD-HPC fluorescence, 1 h | inhibition, % at 8.33 µM | 340,000 tested, 0.51% active | AID 504462; in the data active means inhibition above about 40%
# Target sequence (Q9Y4P1 whole entry, looked up): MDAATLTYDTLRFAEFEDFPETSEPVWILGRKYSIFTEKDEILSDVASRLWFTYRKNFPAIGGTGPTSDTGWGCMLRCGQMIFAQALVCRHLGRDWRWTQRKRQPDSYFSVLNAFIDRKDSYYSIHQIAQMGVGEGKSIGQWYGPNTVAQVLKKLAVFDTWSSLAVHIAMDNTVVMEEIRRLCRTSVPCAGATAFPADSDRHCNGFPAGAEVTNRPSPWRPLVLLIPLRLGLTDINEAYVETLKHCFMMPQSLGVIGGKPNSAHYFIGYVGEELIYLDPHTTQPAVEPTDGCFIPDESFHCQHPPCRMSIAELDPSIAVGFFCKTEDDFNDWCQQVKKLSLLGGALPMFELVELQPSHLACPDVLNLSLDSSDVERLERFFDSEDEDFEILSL
# APOBEC3G inh: blocks human APOBEC3G single-stranded DNA deamination; inhibition, % at 20 µM; AID 493012; 330,000 tested, 0.28% active; recombinant A3G, ssDNA deamination FAM/TAMRA fluorescence;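 active means inhibition of at least 40% at 20 µM, with no more than 30% in the related APOBEC3A deaminase screen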;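 further: plate controls were DMSO wells with A3G for no effect and wells lacking A3G enzyme for full effect; some compounds called inactive have numbers as strong as hits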
# Target sequence (Q9HC16 whole entry, looked up): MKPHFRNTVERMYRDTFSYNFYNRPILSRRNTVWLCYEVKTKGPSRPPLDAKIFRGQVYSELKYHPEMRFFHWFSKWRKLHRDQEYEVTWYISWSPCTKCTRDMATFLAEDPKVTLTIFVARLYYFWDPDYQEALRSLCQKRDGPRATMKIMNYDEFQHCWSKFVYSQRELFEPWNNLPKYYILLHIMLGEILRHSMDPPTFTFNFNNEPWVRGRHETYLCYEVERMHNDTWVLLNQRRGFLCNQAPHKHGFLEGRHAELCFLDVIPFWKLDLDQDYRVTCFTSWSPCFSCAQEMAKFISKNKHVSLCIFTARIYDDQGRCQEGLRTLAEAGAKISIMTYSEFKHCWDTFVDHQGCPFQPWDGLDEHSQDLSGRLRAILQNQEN
# hIAP activ: human IAP activation. purified human IAP, CDP-Star luminescence, 30 min; stronger effect = higher value; 1 = vehicle-only enzyme, 0 = enzyme-free background. 330,000 tested, 0.16% active. activation factor at 10 µM. AID 2524;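 active means activation factor of the enzyme at least 2-fold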; further: the source names both 10 and 20 µM as test concentration; values of inactives mirror those of a sister screen read the other way
# mIAP inh: blocks mouse intestinal alkaline phosphatase | purified mouse IAP, CDP-Star luminescence, 30 min | inhibition, % at 10 µM | 330,000 tested, 0.2% active;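 active means inhibition of at least 40% at 10 µM in the primary screen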;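 further: plate controls were DMSO with enzyme for no effect and no enzyme wells for full effect; values of inactives mirror those of a sister screen read the other way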
# MPTP block: blocks calcium-induced mitochondrial swelling | inhibition, % at 10 µM | 360,000 tested, 1.4% active | isolated mouse mitochondria, Ca2+ swelling absorbance, 30 min;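 active means inhibition of 50% or more, scaled per plate between neutral and stimulator controls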;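 further: 0% = DMSO wells given calcium and 100% = 1 mM EGTA wells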
# hIAP inh: blocks human intestinal alkaline phosphatase; inhibition, % at 10 µM; AID 2544; 330,000 tested, 0.12% active; purified IAP, CDP-Star luminescence, 30 min;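 active means inhibition reaching a set limit with compound at 10 µM in the primary screen, cut at about 35% in these data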;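 further: plate controls were DMSO wells with enzyme for no effect and no-enzyme buffer wells for full effect; values of inactives mirror those of a sister screen read the other way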
# mIAP act: increases mouse intestinal alkaline phosphatase activity | muIAP, CDP-Star luminescence, 30 min; stronger effect = higher value; 1 = vehicle-only enzyme signal, 0 = enzyme-free wells | activation factor at 10 µM | 330,000 tested, 0.24% active | AID 2805;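 active means activation factor of at least 2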; further: the source names both 10 and 20 µM as test concentration; values of inactives mirror those of a sister screen read the other way
#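 Assay system: mouse IAP enzyme / Compound: DMSO-dissolved test compounds / Timing: 30 min, room temperature / Measured by: luminescence from enzymatic CDP-Star hydrolysis / Control set: DMSO-only wells, enzyme-free buffer wells as negative control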
# APOBEC3A inh: human APOBEC3A DNA deaminase inhibition. 330,000 tested, 0.41% active. recombinant A3A, FAM/TAMRA ssDNA deamination fluorescence. AID 493011. P31941. inhibition, % at 20 µM;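 active means at least 40% inhibition at 20 µM here, with at most 30% in a related deaminase screen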;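 further: plate controls were A3A with DMSO for no effect and wells lacking A3A enzyme for full effect; some results filed as inactive read as strong as hits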
# Target sequence (P31941 whole entry, looked up): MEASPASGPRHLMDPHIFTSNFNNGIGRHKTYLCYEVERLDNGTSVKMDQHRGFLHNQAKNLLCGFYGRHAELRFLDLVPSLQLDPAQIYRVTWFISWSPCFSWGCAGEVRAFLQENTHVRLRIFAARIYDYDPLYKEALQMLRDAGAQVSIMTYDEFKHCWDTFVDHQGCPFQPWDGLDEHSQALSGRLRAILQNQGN
# beta cell repl: MIN6 beta-cell proliferation induction. MIN6 cells proliferation, ATPlite luminescence, 48 h; cells starved in 0.2% serum; 100% = growth in 10% serum. proliferation, % at 10 µM. 330,000 tested, 0.29% active;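 active means compounds whose signal lies at least 3.5 SD above the mean of all wells on their plate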;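 further: 0% = DMSO-treated cells in low-serum medium and 100% = 10% serum control; some compounds called inactive have numbers as strong as hits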
# * hit, by the source's call. Random draw from the library. About 3.3% of those tested had a hit in this group.
SMILES,ATG4B inhibitor,APOBEC3G inh,hIAP activ,mIAP inh,MPTP block,hIAP inh,mIAP act,APOBEC3A inh,beta cell repl
CCCC1OC23CCCCC2C(C#N)(C(=N)O3)C1(C#N)C#N (stereo not drawn),-6.0,-1.8,1.02,8.9,2.0,-2.5,0.911,-1.8,4.2
O=C(COC(=O)/C=C/c1ccc(C(F)(F)F)cc1)NCCC1=CCCCC1,1.7,-6.8,1.18,2.7,-0.2,-18.0,0.973,-0.4,-2.6
O=C1CC(Cc2ccc(Cl)cc2)C(=O)N1c1ccccn1 (stereo not drawn),1.0,1.4,0.872,0.0,-0.8,12.8,1,0.9,-2.0
Cc1cccc(C(=O)Nc2cc(C)ccc2NC(=O)COc2ccccc2)c1,4.8,-3.7,0.895,-4.3,2.6,10.5,1.04,-1.5,3.9
O=S(=O)(c1ccc2c(c1)OCCO2)N1CCCN(S(=O)(=O)c2c(F)cccc2F)CC1,3.1,5.7,1.02,-17.2,-0.6,-1.6,1.17,1.2,-5.7
CC(=O)N1CCN(C2=NC(=O)/C(=C/c3ccc(OS(=O)(=O)c4ccccc4)cc3)S2)CC1,-20.1,-5.6,1.2,0.8,-1.0,-20.3,0.992,-3.7,-5.6
CCC(C)C(NS(=O)(=O)c1ccc(C)cc1)C(=O)O (stereo not drawn),-0.8,3.3,1.18,-8.3,1.5,-18.0,1.08,3.7,-2.9
COc1ccc(CCNC(=O)C2CCC(=O)N2S(=O)(=O)c2ccc(C)cc2)cc1 (stereo not drawn),-8.9,-0.5,1.2,-1.9,-0.9,-20.2,1.02,-2.1,-0.1
COc1ccccc1C(=O)Nc1c(C(=O)N2CCN(C)CC2)oc2ccccc12,-2.5,-0.3,1.12,-4.2,-0.8,-12.4,1.04,2.7,3.6
CN(C(=O)CSc1nnc(-c2ccc3c(c2)OCO3)o1)C1CCS(=O)(=O)C1 (stereo not drawn),-51.8,-10.6,1.02,-4.0,0.6,-1.7,1.04,-1.1,-3.0
CC1Cc2cc(S(=O)(=O)N3CCN(c4cccc(Cl)c4)CC3)ccc2N1C(=O)C1CC1 (stereo not drawn),8.2,-8.9,1.26,5.4,-0.7,-25.6,0.946,-2.9,-3.8
CCOc1ccc(NC(=O)CSc2nnc(-c3ccco3)n2N)cc1,-5.0,-2.5,1.03,-10.1,-1.2,-3.5,1.1,1.9,-3.0
Cc1cc(C)c2c(-n3cccc3)c(NC(=O)OC(C)C)sc2n1,7.1,1.0,1.22,3.8,-2.9,-22.0,0.962,-6.3,-4.2
O=[N+]([O-])c1cccnc1NCc1cccs1,7.3,-3.1,1.15,4.0,-0.9,-15.2,0.96,1.4,0.9
CC(C)(C)n1nc2c(c1NC(=O)c1ccc(Br)cc1)CS(=O)C2 (stereo not drawn),13.9,-4.8,0.963,-7.0,-0.2,3.7,1.07,-2.3,0.9
COC(=O)c1sccc1NC(=O)c1cc(-c2cc(C)ccc2C)nc2ccccc12,9.2,-2.0,0.98,11.9,18.1,2.0,0.881,0.9,-5.8
COc1cc(/C=C2/C(=O)NN(c3ccc(Cl)cc3)C2=O)cc(OC)c1O,-4.6,3.2,0.665,19.9,1.5,33.5,0.801,6.4,-1.8
CC(C)CCCN1C(N(C)C)=NC[C@@H]1Cc1ccccc1,7.9,-3.1,0.883,-9.5,0.1,11.7,1.09,-0.7,-4.6
CC(=O)c1cccc(CN2CCC(CO)(CCCc3ccccc3)CC2)c1,-1.6,-8.4,0.953,7.0,1.2,4.7,0.93,-2.1,-1.1
CCCCNC(=O)C(CC)(ONc1ccccc1C(F)(F)F)c1ccccc1OC (stereo not drawn),1.1,-3.8,0.931,12.9,0.3,6.9,0.871,1.1,-6.9
CCc1cccc(NC(=O)Cn2c(-c3ccccc3)cc(C(C)=O)c2C)c1,-6.5,2.1,0.983,-85.0,18.1,1.7,1.85,0.4,-2.2
CCOC(=O)c1ccc(N2C(=O)C3CC=CCC3C2=O)cc1 (stereo not drawn),-6.5,-6.6,1.05,-2.2,-1.0,-5.1,1.02,-3.3,-1.1
Cn1c(CCN2CCCCCC2)nc2cc(NC(=O)Nc3ccccc3)ccc21,-19.9,-4.1,1.04,-81.4,-1.0,-3.7,1.81,-1.4,-3.6
CCC(=O)N/C(N)=N/c1nc2ccccc2o1,2.1,-2.3,1.18,-5.7,-2.2,-17.8,1.06,-0.1,-1.1
O=C(NNS(=O)(=O)c1ccccc1)c1ccc(S(=O)(=O)N2CCCCC2)cc1,2.2,-7.7,1.19,4.1,-0.9,-18.5,0.959,0.2,-0.8
Cc1ccc(Nc2ccc(C(=O)NCCc3ccccc3)cn2)cc1,-10.1,2.8,1.02,-6.0,1.8,-1.9,1.06,1.7,-1.7
CCCc1cc(C(=O)N2CCCC(Cc3ccccc3C)(C(=O)OCC)C2)no1 (stereo not drawn),2.7,-1.1,0.833,7.8,-1.0,16.7,0.922,0.1,-1.5
Cc1ccc(NS(=O)(=O)c2cccc(C(=O)NCC(c3cccs3)N(C)C)c2)cc1 (stereo not drawn),-10.6,-17.6,1.23,0.2,8.1,-23.1,0.998,-5.2,-3.0
Cc1ccc(Cn2ncn(-c3ccccc3)c2=O)cc1,-3.9,-1.6,0.967,7.1,0.4,3.3,0.929,2.6,-2.8
COc1cccc(C2CC(=O)C3=C(C2)Nc2ccccc2N(C(=O)CCC(=O)O)C3c2ccc(F)cc2)c1 (stereo not drawn),1.9,-7.7,0.86,1.4,2.0,14.0,0.986,-2.0,-0.3
Cn1c(-c2sc(=S)n(-c3ccccc3)c2N)nc2ccccc21,-0.8,-9.4,1.05,23.4,-0.6,-4.7,0.766,-8.1,-1.0
Cn1nc(NC(=O)C(C)(C)C)c2c(F)cccc21,-2.5,-3.0,1.08,-9.5,0.0,-7.8,1.09,-3.5,0.0
COC(=O)C1Cc2ccccc2CN1S(=O)(=O)c1ccc(F)cc1 (stereo not drawn),-0.8,-2.5,0.755,-3.8,2.4,24.5,1.04,0.9,-2.8
O=C(/C=C/c1ccccc1)NC(=S)Nc1ncccn1,-8.3,-5.5,1.04,3.3,0.5,-4.2,0.967,-2.7,-0.1
O=C(COC(=O)c1ccccc1)Nc1ccccc1Br,-2.3,-5.5,0.889,10.1,-0.2,11.1,0.899,-2.6,-1.2
COc1ccccc1C/C(N)=N/OC(=O)c1cccs1,5.3,-1.9,1.01,-6.0,0.0,-1.4,1.06,4.2,-1.7
CON/C=C(\C=Nc1ccc(Cl)cc1)c1ncc(C(F)(F)F)cc1Cl,-6.9,-0.4,0.916,4.4,3.8,8.4,0.956,2.8,-4.9
COc1cc(OC)c(C(=O)O/N=C(\N)c2cccc(C)c2)cc1OC,-0.9,6.2,1.03,-3.7,-0.3,-2.7,1.04,-0.3,4.6
COc1ccc(-n2ncc3c(NCCCn4ccnc4)ncnc32)cc1,-1.4,-10.2,0.98,-2.2,-1.1,2.0,1.02,-3.1,3.8
CCN(CC(=O)NC1CCS(=O)(=O)C1)S(=O)(=O)c1ccc(Cl)cc1C(F)(F)F (stereo not drawn),-4.3,-5.6,1.1,-2.3,0.4,-10.3,1.02,6.5,2.8
COc1ccc(/C=C/C(=O)NNc2cc(=O)n(C)c(=O)n2C)cc1OC,0.6,6.3,1.05,-4.6,1.7,-5.1,1.05,5.7,-3.5
COc1ccc2[nH]c3c(c2c1)CCC/C3=N\N,-6.9,-6.7,0.783,16.6,3.0,21.7,0.834,-4.6,-4.7
Cc1cc(NC(=O)CCC(=O)N(c2ccccc2)C(C(=O)NC2CCCCC2)c2cccs2)no1 (stereo not drawn),-3.6,-2.6,1.05,-2.6,-0.4,-4.8,1.03,7.6,-3.4
COc1ccc(C(=O)c2sc(Nc3ccccc3)c(C(=O)Nc3ccc(OC)c(OC)c3)c2N)cc1,3.2,-1.9,1.06,24.7,0.3,-6.0,0.753,-0.1,-2.6
O=C(NNC(=O)c1cc(S(=O)(=O)N2CCCCC2)ccc1Cl)c1ccccc1O,-1.4,-10.3,1.74,20.4,1.2,-73.5,0.796,-5.0,-3.7
COc1ccc(NC(=O)CS(=O)CC(=O)Nc2ccc(F)cc2F)cc1 (stereo not drawn),4.2,-9.9,1.14,8.2,-1.5,-14.1,0.918,-2.6,-0.5
CC(C)COC(=O)c1ccc(NC(=O)C2C3CCC(C3)C2C(=O)O)cc1 (stereo not drawn),4.6,2.4,0.902,3.5,0.0,9.8,0.965,1.1,-1.8
COc1ccc(-c2nc(CS(=O)(=O)CC(=O)NCCCN3CCN(C)CC3)c(C)o2)cc1,-1.3,-8.2,1.48,-8.3,-2.2,-47.7,1.08,-2.7,-2.7
CC1(C)CC(=O)C2=C(C1)NCN(CCCN1CCOCC1)C2,0.1,-8.5,1.05,0.6,0.3,-5.2,0.994,-4.6,-1.7
O=C(NCc1ccccc1)c1onc(CSc2ccccn2)c1C(=O)NCc1ccccc1,-5.3,-0.2,0.878,-2.1,-0.5,12.2,1.02,-0.4,-7.7
COc1ccc(C)c(NC(=O)C2CC(=O)NC3=C2C(=O)CCC3)c1 (stereo not drawn),9.6,-5.2,1.05,0.3,-2.0,-5.4,0.997,-1.0,-1.0
O=C(COC(=O)c1cnc(Cl)c(Cl)c1)Nc1ccc(S(=O)(=O)N2CCCC2)cc1,-8.7,-0.2,0.93,0.1,1.2,7.0,0.999,-1.2,-2.9

# Filtered by structure, the entries above with a Cl atom (7)
SMILES,ATG4B inhibitor,APOBEC3G inh,hIAP activ,mIAP inh,MPTP block,hIAP inh,mIAP act,APOBEC3A inh,beta cell repl
O=C1CC(Cc2ccc(Cl)cc2)C(=O)N1c1ccccn1 (stereo not drawn),1.0,1.4,0.872,0.0,-0.8,12.8,1,0.9,-2.0
CC1Cc2cc(S(=O)(=O)N3CCN(c4cccc(Cl)c4)CC3)ccc2N1C(=O)C1CC1 (stereo not drawn),8.2,-8.9,1.26,5.4,-0.7,-25.6,0.946,-2.9,-3.8
COc1cc(/C=C2/C(=O)NN(c3ccc(Cl)cc3)C2=O)cc(OC)c1O,-4.6,3.2,0.665,19.9,1.5,33.5,0.801,6.4,-1.8
CON/C=C(\C=Nc1ccc(Cl)cc1)c1ncc(C(F)(F)F)cc1Cl,-6.9,-0.4,0.916,4.4,3.8,8.4,0.956,2.8,-4.9
CCN(CC(=O)NC1CCS(=O)(=O)C1)S(=O)(=O)c1ccc(Cl)cc1C(F)(F)F (stereo not drawn),-4.3,-5.6,1.1,-2.3,0.4,-10.3,1.02,6.5,2.8
O=C(NNC(=O)c1cc(S(=O)(=O)N2CCCCC2)ccc1Cl)c1ccccc1O,-1.4,-10.3,1.74,20.4,1.2,-73.5,0.796,-5.0,-3.7
O=C(COC(=O)c1cnc(Cl)c(Cl)c1)Nc1ccc(S(=O)(=O)N2CCCC2)cc1,-8.7,-0.2,0.93,0.1,1.2,7.0,0.999,-1.2,-2.9
